ASK1 inh: ASK1 kinase inhibitors, primary screen, biochemical, AlphaScreen; AID 1159602, 2016; 0.99% of 22,000 active; Mitogen-activated protein kinase kinase kinase 5 (Homo sapiens), Q99683; inhibition, % at 7.44 µM; AlphaScreen MKK6 phosphorylation by ASK1, luminescence; in the data active = inhibition above about 35%;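 also: 0% = median of compound wells and 100% = no enzyme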
ULK1 inh: ULK1 kinase inhibitors, primary screen, biochemical, AlphaScreen; 1.9% of 30,000 active; AlphaScreen Atg13 phosphorylation by ULK1, luminescence; inhibition, % at 5.96 µM; Serine/threonine-protein kinase ULK1 (Homo sapiens), O75385; AID 1259251, 2017; in the data active = inhibition above about 43%;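 also: 0% = median of compound wells and 100% = no enzyme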
Target sequence (O75385 whole entry, looked up): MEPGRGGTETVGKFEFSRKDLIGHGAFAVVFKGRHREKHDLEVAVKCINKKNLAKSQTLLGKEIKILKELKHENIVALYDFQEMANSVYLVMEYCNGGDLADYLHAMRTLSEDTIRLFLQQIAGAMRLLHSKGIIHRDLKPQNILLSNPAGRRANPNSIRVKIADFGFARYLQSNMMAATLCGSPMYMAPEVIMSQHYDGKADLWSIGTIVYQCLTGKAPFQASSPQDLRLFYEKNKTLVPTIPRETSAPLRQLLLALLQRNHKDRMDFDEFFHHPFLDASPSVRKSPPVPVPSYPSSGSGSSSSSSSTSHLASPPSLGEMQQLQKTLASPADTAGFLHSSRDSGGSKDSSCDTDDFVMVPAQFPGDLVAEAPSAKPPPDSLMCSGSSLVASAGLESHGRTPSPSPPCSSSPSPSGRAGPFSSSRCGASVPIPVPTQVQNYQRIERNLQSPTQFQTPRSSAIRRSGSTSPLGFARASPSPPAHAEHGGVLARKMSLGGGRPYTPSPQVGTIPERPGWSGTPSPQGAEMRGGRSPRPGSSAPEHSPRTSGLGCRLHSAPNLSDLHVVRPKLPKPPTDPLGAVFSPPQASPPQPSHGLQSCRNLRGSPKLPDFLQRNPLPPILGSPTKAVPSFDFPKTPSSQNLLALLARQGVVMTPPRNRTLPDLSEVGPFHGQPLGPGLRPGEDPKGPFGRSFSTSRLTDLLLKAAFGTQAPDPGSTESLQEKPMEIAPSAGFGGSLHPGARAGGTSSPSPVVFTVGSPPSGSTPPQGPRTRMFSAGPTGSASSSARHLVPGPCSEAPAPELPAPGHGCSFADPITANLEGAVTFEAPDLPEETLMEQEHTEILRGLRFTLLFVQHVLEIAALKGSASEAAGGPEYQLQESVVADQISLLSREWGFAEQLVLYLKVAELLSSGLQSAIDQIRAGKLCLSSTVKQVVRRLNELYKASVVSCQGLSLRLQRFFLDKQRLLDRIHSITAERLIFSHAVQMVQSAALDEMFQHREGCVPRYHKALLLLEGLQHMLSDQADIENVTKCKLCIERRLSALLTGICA
An asterisk follows results filed as active; · = not tested or not shown; & = joins results of further samples.

ASK1 inh,ULK1 inh,compound
-16,-1,CC(C)n1c(NCc2cccnc2)nc2c(NC3CCN(Cc4ccccc4)CC3)ncnc21
-18,8,c1ccc(Oc2nc(NC3CC3)c3ncn(-c4ccsc4)c3n2)cc1
·,9,O=C(O)CCC/C=C\C[C@@H]1[C@@H](/C=C/[C@@H](O)COc2cccc(Cl)c2)[C@H](O)C[C@@H]1O
2,10,O=C(NCCOc1ccccc1)c1cnc(N2CCOCC2)s1
-11,12,Nc1nc(NCc2cccnc2)cc(Nc2ccc3c(c2)OCO3)n1
15,2,c1nc(Nc2ccc(N3CCOCC3)cc2)cc(Nc2ccc(N3CCOCC3)cc2)n1
-15,0,O=C(NCCc1ccc(O)cc1)C1CCN(c2ccc(Nc3ccccc3)nn2)CC1
·,-1,C=CCNC(=O)C1CCN(C(=O)Cc2ccccc2)CC1
-4,6,O=C(NCc1cccc(C(F)(F)F)c1)c1csc(-c2ccc(N3CCOCC3)nc2)n1
14,12,O=C(Nc1ccc(N2CCOCC2)cc1)c1cnc(N2CCN(Cc3ccc4c(c3)OCO4)CC2)s1
·,0,O=C(CCNC(=O)Oc1ccccc1)NC1CCCCCC1
1,11,O=C(NCc1ccccc1)c1csc(Nc2ccc(-n3ccnc3)cc2)n1
-2,2,CCCNc1ncnc2c1nc(-c1cccc(C(C)=O)c1)n2C(C)C
·,-3,Cc1nc(-c2cncc(-c3ccc(F)cc3)c2)cc(N2CCN(c3ccccn3)CC2)n1
2,27,CN(C)c1cccc(Nc2ncc(C(=O)NCc3nc4ccccc4[nH]3)s2)c1
·,-3,CCOC(=O)/C(C)=C(\C)NCCN/C(C)=C(\C)C(=O)OCC
8,14,Cc1cnc(Nc2ccc(C(F)(F)F)cc2)nc1NC1CC1
1,-9,CCCNc1cc(-c2cccc(C(C)=O)c2)nc(N)n1
7,-8,CCCNc1nc(Nc2ccncn2)nc2nc[nH]c12
-25,-21,COc1cc(NC(=O)c2cccc(-n3cc(NC(=O)Nc4cccc(C)c4)cn3)c2)ccc1N1CCOCC1

Next records follow:
ASK1 inh,ULK1 inh,compound
13,65*,COc1cc(NC(=O)C(N)c2ccc(Cl)cc2)c(F)cc1-c1cn[nH]c1 (centres undefined)
-3,6,O=C(Nc1cc(-c2ccncc2)c[nH]c1=O)c1ccc2c(c1)OCO2
6,-2,O=C(Nc1ccc2c(c1)OCO2)c1csc(Nc2ccc3ncccc3c2)n1
·,-3,O=C(O)CN(CCN(CC(=O)O)CC(=O)O)CCN(CC(=O)O)CC(=O)O
·,20,Cc1ccc(Nc2nc(Cl)nc(N(C)C#N)n2)cc1
1,-11,Cc1cc(NCCO)nc(-c2cccc(N)c2)n1
37*,16,Nc1nc(Nc2ccc(N3CCOCC3)cc2)cc(Nc2ccc3c(c2)OCO3)n1
·,10,CCOC(=O)N1CCN(c2cc(-c3ccccn3)nc(-c3ccccc3)n2)CC1
-19,-1,Cc1cncc2cccc(NC3CCN(C(=O)C(O)c4ccc(F)cc4F)CC3)c12 (centres undefined)
4,14,COc1cc(-c2cn[nH]c2)cc2c(=O)[nH]c(Cc3cccc(NC(=O)C(C)C)c3)nc12
8,44*,Cc1ncn(-c2ccc(Nc3ncc4cccc(-c5cn[nH]c5)c4n3)cc2)n1
15,-4,c1ccc(Nc2nc(NCc3nc4ccccc4[nH]3)c3ncn(-c4ccccc4)c3n2)cc1
-24,10,O=C1CCCN1CCn1cnc2c(NCc3nc4ccccc4[nH]3)nc(Nc3ncccn3)nc21
·,-6,CCOc1ccccc1OC(c1ccccc1)C1CNCCO1 (centres undefined)
·,2,CO/N=C(\C(=O)N[C@@H]1C(=O)N2C(C(=O)O)=C(C[N+]3(C)CCCC3)CS[C@H]12)c1csc(N)n1
7,3,O=C(Nc1ccc2c(c1)OCO2)c1cnc(NC2CCN(Cc3ccccc3)CC2)s1
14,-4,CN1CCN(S(=O)(=O)c2ccc(Nc3nccc(-c4ccccc4)n3)cc2)CC1
-29,2,CC(C)N(CCNc1nc(N2CCOCC2)nc2c1ncn2C(C)C)C(C)C
-21,12,C=C(Cc1cc(C(=O)NCCOC)ccc1O)C(=O)Nc1ccc(-c2cn[nH]c2)cc1SCCN1CCCC1
·,6,Nc1ncn([C@H]2C[C@H](O)[C@@H](CO)O2)c(=O)n1

Full records from above. Order of screens: ASK1 inh	ULK1 inh
`O=C(Nc1ccc2c(c1)OCO2)c1cnc(NC2CCN(Cc3ccccc3)CC2)s1` is listed with 7	3
`C=C(Cc1cc(C(=O)NCCOC)ccc1O)C(=O)Nc1ccc(-c2cn[nH]c2)cc1SCCN1CCCC1` is listed with -21	12
`COc1cc(NC(=O)C(N)c2ccc(Cl)cc2)c(F)cc1-c1cn[nH]c1` (centres undefined) is listed with 13	65*
`CCOc1ccccc1OC(c1ccccc1)C1CNCCO1` (centres undefined) is listed with ·	-6

Returning to the listing, starting 2 compounds before the break.
ASK1 inh,ULK1 inh,compound
-21,12,C=C(Cc1cc(C(=O)NCCOC)ccc1O)C(=O)Nc1ccc(-c2cn[nH]c2)cc1SCCN1CCCC1
·,6,Nc1ncn([C@H]2C[C@H](O)[C@@H](CO)O2)c(=O)n1
6,-4,COc1cc(Nc2cc(-c3nocc3-c3cnn(C)c3)ccn2)ccc1N1CCOCC1
-2,-32,FC(F)(F)c1ccc(Cn2cnc3c(NCc4nc5ccccc5[nH]4)nc(N4CCOCC4)nc32)cc1
·,0,COc1ccc(CNCC#N)cc1OC
·,-16,CC(=O)CC(c1ccc([N+](=O)[O-])cc1)c1c(O)c2ccccc2oc1=O (centres undefined)
-4,-15,COc1ccc(CCNc2ccnc(Nc3ccc(C(F)(F)F)cc3)n2)cc1
-2,16,CC(=O)Nc1ccc(Nc2nc(Nc3ccncn3)ncc2C)cc1
2,16,COc1ccc(CCNC(=O)Cc2cn(-c3ccc(Nc4ccnn4C)nn3)c3ccccc23)cc1
5,1,Cc1nc(C)n(-c2ccc(Nc3nc(-c4cnn(C)c4)cc(N4CCOCC4)n3)cc2)n1
-3,7,Cc1cnc(N2CCCC2CO)nc1NCCN(C(C)C)C(C)C (centres undefined)
2,7,COc1ccc(-c2ccc(C(=O)NCc3ccccc3)s2)cn1
-24,14,Cc1ncn(-c2ccc(Nc3nccc(N4CCCC(C(N)=O)C4)n3)cc2)n1 (centres undefined)
0,9,c1ccc(Nc2nc(Nc3ccccn3)nc3c2ncn3C2CCCCC2)cc1
-5,4,O=C(Nc1nc(-c2cccnc2)cs1)C1COc2ccccc2O1 (centres undefined)
15,12,CN(C)c1cccc(Nc2nc3ccc(C(=O)NCCOc4ccccc4)cc3s2)c1
-32,-87,COc1cc2nc(Nc3nc4ccccc4n3C)nc(NCc3cccc(C(F)(F)F)c3)c2cc1OC
15,-28,O=C(NCCN1CCOCC1)c1ccnc(-n2ncc3cc(Nc4cccc5ccccc45)ccc32)c1
-1,15,O=C(Cc1cn(-c2ccc(N3CCN(c4ccccn4)CC3)nn2)c2ccccc12)NCc1cccnc1
-8,1,O=C(NCc1cccnc1)c1ccnc(N2CCCC2CO)c1 (centres undefined)
-11,-11,COc1ccc(CNc2cc(-c3cccc(C)c3)ncn2)cc1
-6,0,FC(F)(F)c1ccc(Cn2cnc3c(NCc4ccccc4)nc(N4CCOCC4)nc32)cc1

The closing 4 records of the section before are carried over, then new ones follow:
ASK1 inh,ULK1 inh,compound
-1,15,O=C(Cc1cn(-c2ccc(N3CCN(c4ccccn4)CC3)nn2)c2ccccc12)NCc1cccnc1
-8,1,O=C(NCc1cccnc1)c1ccnc(N2CCCC2CO)c1 (centres undefined)
-11,-11,COc1ccc(CNc2cc(-c3cccc(C)c3)ncn2)cc1
-6,0,FC(F)(F)c1ccc(Cn2cnc3c(NCc4ccccc4)nc(N4CCOCC4)nc32)cc1
5,7,CC(C)n1c(Nc2nc3ccccc3n2C)nc2c(NCCCN3CCCC3=O)ncnc21
-10,-18,NC(=O)c1ccnc(Nc2ccc3ncccc3c2)c1
20,-28,COc1cc2nc(Nc3ccccc3)nc(Nc3ccc4c(c3)OCO4)c2cc1OC
·,2,Cc1cc(N(C)C)nc(N2CCN(C(=O)Nc3cccc(Cl)c3)CC2)n1
-11,5,NC(C(=O)N1CCC(Nc2ccc3[nH]ncc3c2)CC1)c1ccc(F)cc1 (centres undefined)
9,13,CCN(CC)c1nc(NC2CC2)nc(N2CCCC2CO)n1 (centres undefined)
-6,-12,N[C@H](Cc1cc(F)c(F)c(F)c1)c1nc2ccc(-c3ccncc3)cc2[nH]1
-7,1,Cc1ncn(-c2ccc(Nc3ncc4cccc(-c5cccc(F)c5)c4n3)cc2)n1
·,6,COc1cn(CC(=O)NC2CCCC2)c(CN2CCCCCC2)cc1=O
14,-6,NC(=O)c1ccc(-c2nc(NCc3ccccc3)c3ncn(Cc4ccc(C(F)(F)F)cc4)c3n2)cc1
·,-15,Nc1cccnc1Cl
5,7,COc1ccc(CCNc2nc(N3CCOCC3)ncc2C)cc1
7,-1,CCN(CC)c1nc(NCCCN2CCCC2=O)nc(Nc2ccc(C(F)(F)F)cc2)n1
-16,1,O=C1CCCN1CCn1cnc2c(NCCO)nc(NCCN3CCOCC3)nc21
·,-2,O=C(Nc1cccc(C(F)(F)F)c1)c1ccc(NC(=O)c2ccco2)cc1
-14,-8,Cc1cc(NCCOc2ccccc2)nc(-c2ccc(C(=O)NC3CC3)cc2)n1
12,-10,O=C(NCCCN1CCCC1=O)c1ccc2nc(N3CCOCC3)sc2c1
·,-7,CC(Nc1ncc(-c2cccs2)cn1)c1ccccc1 (centres undefined)
20,4,FC(F)(F)c1cccc(CNc2nc(Nc3cnccn3)nc3nc[nH]c23)c1
·,13,NC(=O)CSc1nnc(-c2cccnc2)n1-c1ccc(Cl)cc1

Next results follow.
ASK1 inh,ULK1 inh,compound
37*,-26,COc1cc2nc(Nc3cccc(N(C)C)c3)nc(Nc3cc(OC)c(OC)c(OC)c3)c2cc1OC
·,-10,Cc1cc(C(=O)NNCc2ccccc2)no1
·,-1,CO[C@@]1(NC(=O)C2SC(=C(C(N)=O)C(=O)O)S2)C(=O)N2C(C(=O)O)=C(CSc3nnnn3C)CS[C@@H]21 (some centres undefined)
0,-3,NC(C(=O)Nc1ccc(-c2cnn(-c3ccc(Cl)cc3)c2)cc1)c1ccc(Cl)cc1 (centres undefined)
-3,5,COc1ccc(-c2nc(C)cc(NCCN(C(C)C)C(C)C)n2)cn1
·,11,O=C1C=C(c2cccc([N+](=O)[O-])c2)C(=O)N1c1ccc(Br)cc1
-3,-4,COc1ccc(CCNc2nc(Nc3ccnn3C)nc3cc(OC)c(OC)cc23)cc1
10,-5,CC(C)(C)OC(=O)NCc1nc(-c2ccncc2)no1
·,-6,CC(=O)Nc1nc2c(ncn2COCCOC(C)=O)c(=O)[nH]1
18,0,COc1cc2nc(Nc3nccc4ccccc34)nc(Nc3ccc4c(c3)OCO4)c2cc1OC
-2,-7,c1cn(-c2ccc(Nc3cc(NCCN4CCOCC4)ncn3)cc2)cn1
15,2,Cn1c(Nc2nc(Nc3ccc(N4CCOCC4)cc3)c3[nH]cnc3n2)nc2ccccc21
·,1,CCCC(=O)Nc1ncnc2c1ncn2[C@@H]1O[C@@H]2COP(=O)(O)O[C@H]2[C@H]1OC(=O)CCC
9,7,CC(C)n1c(Nc2cccnc2)nc2c(NCCCN3CCCC3=O)ncnc21
-8,6,CCCNC(=O)c1cccc(N2CCOCC2)c1
-5,14,O=C(NC1CC1)c1ccc(-c2nc(Nc3ccccc3)c3ncn(-c4ccsc4)c3n2)cc1
-6,4,CCCNc1ccnc(Nc2ccc(-n3ccnc3)cc2)n1
8,0,O=C(NCc1nc(-c2ccncc2)n[nH]1)c1ccsc1
-10,10,O=C(NCc1cccnc1)C1CCN(c2ccc(Nc3ccc(N4CCOCC4)cc3)nn2)CC1
·,-9,Cc1ccc(-c2nnn(CC(=O)N(c3ccc(F)cc3)C(C)C(=O)NC(C)(C)C)n2)cc1 (centres undefined)

Ordered by the number under ULK1 inh (falling): 4 of the compounds above.
canonical_smiles	ASK1 inh	ULK1 inh
Cc1ncn(-c2ccc(Nc3nccc(N4CCCC(C(N)=O)C4)n3)cc2)n1 (centres undefined)	-24	14
COc1cn(CC(=O)NC2CCCC2)c(CN2CCCCCC2)cc1=O	·	6
O=C(CCNC(=O)Oc1ccccc1)NC1CCCCCC1	·	0
O=C(O)CN(CCN(CC(=O)O)CC(=O)O)CCN(CC(=O)O)CC(=O)O	·	-3

(continued)
ASK1 inh,ULK1 inh,compound
-6,6,CN1CCN(c2ccc(-c3ncc(C(=O)NCc4cccnc4)s3)cc2)CC1
·,-5,CS(=O)(=O)c1ccc2c(c1)NC(=O)CN2C(=O)Cc1cc(F)cc(F)c1
-11,-7,O=C(Nc1ccncc1)NC1CCN(C(=O)[C@@H](O)CSc2ccc(Br)cc2)CC1
-3,7,COc1cc(Nc2nc(Nc3nccc4ccccc34)nc3c2ncn3Cc2ccc(C(F)(F)F)cc2)cc(OC)c1OC
-14,-10,CCN(CC)C(=O)C1CCCN(c2nc(NCCCN3CCCC3=O)c3ncn(C(C)C)c3n2)C1 (centres undefined)
·,-10&-7,CC(C)C[C@H](NC(=O)[C@H](Cc1ccccc1)NC(=O)c1cnccn1)B(O)O
·,4,O=C(NCc1ccccc1)NCc1nnnn1C1CCCCC1
3,7,CN(C)c1cccc(Nc2cc(N)nc(N)n2)c1
-13,69*,Cc1cnc(Nc2ccc3ncccc3c2)nc1NCCCN1CCCC1=O
-15,-5,Nc1nc(NCCOc2ccccc2)cc(NCc2ccc3c(c2)OCO3)n1
·,-21,N#CCCNc1cc(-c2ccc(F)cc2)nc(-c2cccnc2)n1
5,12,Cc1noc(C)c1-c1nc(C(=O)Nc2ccccc2)cs1
-3,0,O=C(NC1CCN(Cc2ccccc2)CC1)C1CCN(c2ccc(Nc3cnccn3)nn2)CC1
·,12,Cn1c(=O)cc(NCCCn2ccnc2)n(Cc2ccc(F)cc2F)c1=O
-6,-1,CC(=O)Nc1ccc(Nc2ccnc(-c3c(C)nn(C)c3C)n2)cc1
·,-1,Cc1ccc(S(=O)(=O)N(CCO)c2cc3c(s2)CCCC3)cc1
